High-throughput results (PubChem)
EPAC1 antag: qHTS for Antagonist of cAMP-regulated guanine nucleotide exchange factor 3 (EPAC1): primary screen | Potency, µM (doses to about 115 µM), without a hit: at the top dose activity change, negative = inhibition, hits mostly inhibitors | AID 720709, 2013 | EPAC1 GEF assay, Rap1b-BODIPY-GDP exchange fluorescence | actives 0.14% (n = 360,000);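 further: potency means the concentration at half of the fitted maximal effect; plate controls were vehicle for no effect and positive control for full effect; nearly all actives have a fitted effect of over 50% in size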
IL2 activator: qHTS of IL-2 Activators; IL-2 activation reporter assay, cell-based qHTS; stimulated with anti-CD3/CD4/CD28 beads; in transgenic mouse T cells; activation, % (series mostly up to about 46 µM); actives 0.065% (n = 360,000); in the data active means activation above about 50%; inconclusive means mostly about 30% to 49%; further: 0% is about no effect
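Unstimulated transgenic mouse T cells; 60-min compound exposure; bead-based TCR/CD4/CD28 stimulation; 18 h culture, 37 degrees C; dual fluorescence (EGFP, DsRed) plate cytometry.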
CCT chaperon mod: High-Throughput Screening for Modulators of Cytosolic Chaperonin Activity | activity change, % (no concentration beside the values), hits read low | AID 651819, 2012 | actives 0.3% (n = 360,000) | purified chaperonin ATPase assay, HTRF ADP detection, 30 min; in the data active means activity change below about -30%; further: on the % scale 0 is the no-effect control and ±100 the full control effect
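ATPase activity: ADP formed was measured by HTRF Transcreener (665/615 nm ratio) after 30 min at 37 deg C with 10 uM ATP. Compounds screened at one 76 uM concentration against 40 or 20 nM TRiC in Tris pH 7.4/KCl/MgCl2/DTT buffer.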
WRN inhibitor: qHTS for Inhibitors of WRN Helicase | Potency, µM (series often up to 114 µM), without a hit: at the top dose activity change, negative = inhibition, hits mostly inhibitors | actives 0.46% (n = 360,000) | AID 651768, 2012 | WRN helicase unwinding, fluorescent forked duplex, kinetic | Bifunctional 3'-5' exonuclease/ATP-dependent helicase WRN (Homo sapiens), Q14191; further: potency means the concentration at half of the fitted maximal effect; on the % scale 0 is the no-effect control and ±100 the full control effect; nearly all actives have a fitted effect of over 55% in size
Target sequence (Q14191 whole entry, looked up): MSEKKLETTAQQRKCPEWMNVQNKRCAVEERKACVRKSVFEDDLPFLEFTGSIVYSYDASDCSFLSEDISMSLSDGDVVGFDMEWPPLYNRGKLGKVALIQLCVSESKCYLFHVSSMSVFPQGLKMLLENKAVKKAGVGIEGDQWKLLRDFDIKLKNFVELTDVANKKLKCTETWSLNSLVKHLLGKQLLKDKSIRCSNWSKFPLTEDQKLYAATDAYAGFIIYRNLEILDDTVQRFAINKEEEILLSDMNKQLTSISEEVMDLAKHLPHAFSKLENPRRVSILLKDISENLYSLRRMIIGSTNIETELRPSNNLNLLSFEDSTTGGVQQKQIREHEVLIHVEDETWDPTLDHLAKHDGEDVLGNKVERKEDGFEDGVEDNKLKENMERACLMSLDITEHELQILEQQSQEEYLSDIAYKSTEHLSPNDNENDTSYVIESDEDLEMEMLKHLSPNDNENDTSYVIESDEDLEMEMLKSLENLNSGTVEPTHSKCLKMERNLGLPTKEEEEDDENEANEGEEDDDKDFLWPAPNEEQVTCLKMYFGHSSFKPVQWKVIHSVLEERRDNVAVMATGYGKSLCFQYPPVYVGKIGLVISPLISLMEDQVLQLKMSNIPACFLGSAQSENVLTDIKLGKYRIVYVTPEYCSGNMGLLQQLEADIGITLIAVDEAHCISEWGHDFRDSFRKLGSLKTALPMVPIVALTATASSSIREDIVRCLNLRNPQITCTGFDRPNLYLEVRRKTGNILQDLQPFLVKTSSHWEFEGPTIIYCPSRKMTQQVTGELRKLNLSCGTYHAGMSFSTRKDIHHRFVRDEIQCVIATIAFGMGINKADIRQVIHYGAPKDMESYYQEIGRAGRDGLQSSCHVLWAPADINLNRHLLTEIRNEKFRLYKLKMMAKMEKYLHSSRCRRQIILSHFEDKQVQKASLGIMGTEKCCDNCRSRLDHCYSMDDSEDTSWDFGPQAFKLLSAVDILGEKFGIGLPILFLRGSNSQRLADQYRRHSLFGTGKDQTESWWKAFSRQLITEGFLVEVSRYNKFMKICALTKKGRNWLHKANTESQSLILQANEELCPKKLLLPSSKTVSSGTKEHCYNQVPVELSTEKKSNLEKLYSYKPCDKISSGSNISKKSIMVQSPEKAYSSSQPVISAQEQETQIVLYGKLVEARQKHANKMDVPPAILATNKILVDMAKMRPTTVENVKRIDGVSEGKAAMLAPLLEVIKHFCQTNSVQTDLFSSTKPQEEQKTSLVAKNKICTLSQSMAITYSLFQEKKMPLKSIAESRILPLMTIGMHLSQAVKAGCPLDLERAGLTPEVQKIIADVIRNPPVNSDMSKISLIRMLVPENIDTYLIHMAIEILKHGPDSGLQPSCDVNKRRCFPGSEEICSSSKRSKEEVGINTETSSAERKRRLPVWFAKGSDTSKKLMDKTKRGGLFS
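Fluorescence dequenching readout, ex 525 nm/em 598 nm, kinetic mode: forked duplex DNA (100 nM final) with adjacent fluorophore and quencher unwound by WRN (20 nM final) with 2 mM ATP. Compound preincubation 15 min, room temperature.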
PI5P4K alpha inh: qHTS for Inhibitors of phosphatidylinositol 5-phosphate 4-kinase (PI5P4K); max response, %; Phosphatidylinositol 5-phosphate 4-kinase type-2 alpha (Homo sapiens), P48426; actives 1.2% (n = 330,000); PI5P4Kalpha enzyme, ADP-Glo luminescence, 60 min; hits give low values; active means max response of -50% or lower; inconclusive means between -30% and -50%; inactive means -30% or higher; further: value at the top dose of about 77 µM; on the % scale 0 is the no-effect control and ±100 the full control effect
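qHTS, 1536-well: enzyme/substrate mix, compound by pin tool, 5 microM ATP final; RT 60 min; ADP-Glo reagents 1 (45 min) then 2 (30 min); luminescence.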
PLK1 PBD block: qHTS for Inhibitors of PLK1-PDB (polo-like kinase 1 - polo-box domain): Primary Screen. Serine/threonine-protein kinase PLK1 (Homo sapiens), P53350. Plk1 PBD binding of FITC phosphopeptide, fluorescence polarization. Potency, µM, for inactives: max response, negative = inhibition, hits mostly inhibitors. actives 2.8% (n = 360,000); further: potency means the concentration at half of the fitted maximal effect; series mostly up to about 57 µM; on the % scale 0 is the no-effect control and ±100 the full control effect; nearly all actives have a fitted effect of over 65% in size
EPAC1 ag: qHTS for Agonist of cAMP-regulated guanine nucleotide exchange factor 3 (EPAC1): primary screen | EPAC1 agonist qHTS, biochemical assay; response scale: 100% = response to 6.5 mM cAMP | Potency, µM (doses to about 154 µM), for inactives: at the highest dose activation, hits mostly activators | actives 0.073% (n = 360,000); further: potency means the concentration at half of the fitted maximal effect; nearly all actives have a fitted effect of over 60% in size
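Fluorescent GDP-exchange assay: 100 nM EPAC1 with 250 nM Rap1B preloaded with BODIPY-GDP and 50 uM GDP; compounds tested as concentration series, 5 min at room temperature, then read every 5 min for 30 min (ex 480/em 540 nm); normalized to 6.5 mM cAMP.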
EPAC2 agonist: qHTS for Agonist of cAMP-regulated guanine nucleotide exchange factor 4 (EPAC2): primary screen | Rap guanine nucleotide exchange factor 4 (Homo sapiens), Q8WZA2 | EPAC2 activation, biochemical qHTS; response scale: 100% = 6.5 mM cAMP response | Potency, µM (titrated, usually from 154 µM), without a hit: at the top dose activation, actives largely listed as activators | actives 0.079% (n = 360,000); further: potency means the concentration at half of the fitted maximal effect; nearly all actives have a fitted effect of over 50% in size
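Setup: EPAC2 100 nM, labeled Rap1B complex 250 nM, free GDP 50 uM. Compound titrations pinned in, brief spin, 5 min room temperature incubation. Kinetic fluorescence read over 30 min, normalized to 6.5 mM cAMP.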
Numbers without * were called inactive; ? = inconclusive; / = no result given; [ ] = dose if it differs, or a comment. Unless noted, the call rests on the fitted dose curve; in most records, active means well fitted curve in the direction sought with a large enough effect; inconclusive means small, poorly fitted or top-dose-only effect, or another doubt; inactive means no such curve, though single readings can be large; an effect the other way counts as inactive or inconclusive.

SMILES | EPAC1 antag | IL2 activator | CCT chaperon mod | WRN inhibitor | PI5P4K alpha inh | PLK1 PBD block | EPAC1 ag | EPAC2 agonist
O=C(Nc1ccc(S(=O)(=O)NC2=NCCCCC2)cc1)c1ccc(Cl)c([N+](=O)[O-])c1 | -6% | -0.2 | 0.0 | -3% | -1 | 4% | -1% | 5%
O=C(Nc1ccc(Oc2cccc3ccccc23)cc1)c1ccco1 | -9% | 0.0 | -0.8 | -7% | 18 | -9% | 18% | 16%
CCCCOc1ccc(C(=O)N2CCCC2C(=O)O)cc1 (stereo not drawn) | -5% | 0.1 | -0.2 | 2% | 4 | 1% | -7% | 6%
COc1ccccc1N1CCN(c2ncnc3nc[nH]c23)CC1 | 4% | -1.9 | 0.8 | 8% | 0 | -3% | 4% | 10%
CC(C)Cc1csc(NC(=O)c2ccc(Cl)cc2)c1C(=O)O | 18µM* | -0.4 | -1.9 | -23% | ? | ? | -11% | -4%
CCS(=O)(=O)N1CCN(C(C)CCc2ccccc2)CC1 (stereo not drawn) | -19% | -1.9 | 0.3 | 4% | -5 | -11% | 3% | 3%
Cc1cc(NC(=O)Cc2ccsc2)ccc1Br | -23% | -2.6 | -3.2 | -2% | -3 | -5% | -6% | 14%
N#CCSc1nnc(-c2ccccc2O)n1Cc1ccccc1 | 14% | 2.0 | 0.3 | -4% | / | -1% | 11% | 4%
Cc1ccc2cccc(N=Cc3c(C)[nH]n(-c4ccccc4)c3=O)c2n1 | 0% | -4.1 | -1.4 | -29% | 9 | -1% | 15% | 4%
CC(C)NC(=O)c1onc(CSc2ccncc2)c1C(=O)NC(C)C | 7% | -0.6 | -2.4 | 2% | 4 | 0% | 9% | 2%
CC(=O)COc1ccc2c3c(c(=O)oc2c1)CCCC3 | 3% | -0.3 | 0.6 | 1% | / | -10% | -6% | -2%
COc1cccc(C2CC(c3cccs3)=NN2S(C)(=O)=O)c1 (stereo not drawn) | -28% | -0.7 | 0.7 | 7%[57.1 µM] | 2 | -4% | -2% | 4%
CC1(C)CN(Cc2ccccc2)C(=O)[C@H]1CC(=O)Nc1ccc(Br)cc1 | -12% | 1.0 | 0.5 | -9% | 2 | -5% | -8% | 14%
CCOc1ccc(NC(=O)CN(c2ccc(OC)cc2)S(C)(=O)=O)cc1 | -3% | 1.9 | -2.0 | -1% | 3 | 0% | -2% | 0%
Cc1ccc2nc(SCC(=O)Nc3cccc(Cl)c3)nc(=O)n2c1 | -9% | -3.0 | -1.5 | -7% | -6 | -6% | 0% | -4%
CC1(NC(=O)NCc2ccco2)CCS(=O)(=O)C1 (stereo not drawn) | -10% | -5.0 | -0.3 | 9% | -1 | -1% | -5% | 3%
O=C(Nc1ccccc1Cl)Nc1cccc2cccnc12 | 4% | -0.4 | 0.8 | 1% | 0 | -3% | 14% | 17%
c1ccc2oc(Cc3ccc(Cc4nc5ccccc5o4)cc3)nc2c1 | 4% | -2.1 | 0.2 | -14% | -5 | 1% | 5% | 6%
CC1(Oc2ccc3ccccc3c2)CCN(Cc2cccn2-c2nccs2)C1 (stereo not drawn) | -10% | -0.2 | 2.1 | -6% | 0 | -5% | 9% | 13%
Cc1cc(NC(=O)COC(=O)CCC(=O)c2ccc(F)cc2)no1 | 13% | 0.3 | -0.4 | -2% | 3 | -2% | -3% | 6%
CCC1S/C(=C(\C#N)C(=O)NCc2ccco2)N(c2ccc(Br)cc2)C1=O (stereo not drawn) | -16% | -0.2 | -1.7 | -3% | -9 | 3% | 17% | 6%
Cc1[nH]nc(N=Cc2c(O)n(C)c(=O)n(C)c2=O)c1-c1ccccc1 | 2% | -1.1 | -3.8 | 3% | / | -4% | 13% | 1%
COc1nc(/C=C/N(C)C)c([N+](=O)[O-])c(OC)n1 | -18% | -0.4 | -1.3 | -10% | 1 | -5% | 4% | -3%
COc1ccc(C(=O)N2CCC2)cc1S(=O)(=O)NCc1ccc(Cl)cc1 | -3% | -0.6 | -0.9 | 1% | 0 | -3% | 14% | 10%
Cc1cc(-c2nn(-c3ccccc3F)cc2CN2CCCC(O)C2)c(C)s1 (stereo not drawn) | -13% | 1.7 | -3.1 | -5% | 3 | -21% | 5% | 12%

Structural class: the compounds so far with a cyano group (2)
SMILES | EPAC1 antag | IL2 activator | CCT chaperon mod | WRN inhibitor | PI5P4K alpha inh | PLK1 PBD block | EPAC1 ag | EPAC2 agonist
N#CCSc1nnc(-c2ccccc2O)n1Cc1ccccc1 | 14% | 2.0 | 0.3 | -4% | / | -1% | 11% | 4%
CCC1S/C(=C(\C#N)C(=O)NCc2ccco2)N(c2ccc(Br)cc2)C1=O (stereo not drawn) | -16% | -0.2 | -1.7 | -3% | -9 | 3% | 17% | 6%

Results in CCT chaperon mod (two entries from above):
SMILES	CCT chaperon mod
COc1nc(/C=C/N(C)C)c([N+](=O)[O-])c(OC)n1	-1.3
COc1ccc(C(=O)N2CCC2)cc1S(=O)(=O)NCc1ccc(Cl)cc1	-0.9

Later entries.
SMILES | EPAC1 antag | IL2 activator | CCT chaperon mod | WRN inhibitor | PI5P4K alpha inh | PLK1 PBD block | EPAC1 ag | EPAC2 agonist
O=C(CNC(=O)c1cccs1)c1ccc([N+](=O)[O-])cc1 | 0% | -3.1 | -1.2 | -1% | ? | -5% | 2% | 1%
Cc1ccc(CN2CCN(Cc3cnc(N4CCOCC4)s3)CC2CCO)o1 (stereo not drawn) | 19% | 0.2 | -1.2 | 0% | 3 | -2% | 10% | 9%
Cc1c(CN2CCN(CC(C)(C)C)C(CCO)C2)[nH]c2ccccc12 (stereo not drawn) | -20% | -0.4 | 0.7 | 6% | 12 | 1% | -3% | -5%
O=C(OC1CCOC1=O)c1ccccc1C(=O)c1ccc(Cl)c([N+](=O)[O-])c1 (stereo not drawn) | -7% | -0.9 | -2.2 | -6% | -6 | -30% | 10% | 12%
N#CCC(=O)Nc1ncn(Cc2ccccc2Cl)n1 | 6% | 0.6 | -4.2 | -5% | 12 | -7% | 5% | -1%
COc1ccc(N2C(=O)CC(Cc3ccccc3OC)C2=O)cc1 (stereo not drawn) | -1% | 0.5 | 0.5 | -11% | -3 | -9% | -6% | 2%
CC(=O)Nc1ccc(S(=O)(=O)N2c3ccccc3C(C)=CC2(C)C)cc1 | -4% | -0.4 | 1.6 | -12% | 4 | 1% | -6% | 5%
O=C(COC(=O)CCc1ccccc1)Nc1ccccc1OC(F)F | -18% | -0.6 | 1.8 | 1% | 0 | 3% | 1% | 3%
CC1(C(=O)OCC(=O)Nc2ccc(Cl)cn2)CC1(Cl)Cl (stereo not drawn) | -15% | 0.8 | -0.1 | -1% | -1 | -16% | 7% | 11%
COC(=O)C1=CN(CC2CCCO2)C=C(C(=O)OC)C1c1cccc(O)c1 (stereo not drawn) | 7% | 5.7 | -0.1 | ? | -1 | -9% | -6% | 9%
CSc1nc2ccc(NC(=O)CSc3nnc(N)s3)cc2s1 | -11% | -0.9 | 0.8 | -11% | / | -3% | 1% | 9%
Cc1ccc(C(=O)OCC(=O)Nc2ccc3c(c2)OCO3)cc1S(=O)(=O)N1CCOCC1 | 6% | 0.9 | -0.4 | -7% | -18 | -4% | 6% | 6%
O=C(c1cc2c(ccc3ccccc32)o1)N1CCN(c2ncc(C(F)(F)F)cc2Cl)CC1 | 14% | -1.8 | 1.5 | 5% | -5 | -1% | -10% | -12%
CCn1c(SCC(=O)N/N=C/c2ccccc2OCC(=O)O)nnc1-c1ccc(OC)cc1 | 11% | -0.3 | -0.7 | -2% | -1 | -9% | 13% | 5%
CN1CCN(c2ccccc2NC(=O)c2ccc(-c3ccccc3)cc2)CC1 | 0% | -0.7 | 1.0 | -11% | 18 | 2% | 5% | 10%
CCCc1nn2c(=O)c(C(c3ccc(C)cc3)c3c(O)nc4sc(CCC)nn4c3=O)c(O)nc2s1 | -14% | 0.6 | -0.7 | -20% | -5 | -19% | 12% | -7%
CCc1nc2ccc(C(=O)Nc3cccc(OCC(=O)N(C)C)c3)cn2c1N(CC)CCN(C)C | -11% | 0.3 | -3.4 | -4%[57.1 µM] | 1 | 1% | 4% | 1%
CCCn1ccnc1SCC(=O)Nc1c(C)n(C)n(-c2ccccc2)c1=O | 10% | 0.3 | -2.0 | 3% | 4 | -7% | 13% | -1%
O=C(CSc1nc(C(F)(F)F)cc(=O)[nH]1)Nc1cccc2ccccc12 | -18% | -0.9 | -1.2 | -5% | 0 | -8% | 2% | 0%
COc1ccccc1C(=O)/C=C/c1ccc(N2CCCCC2)c([N+](=O)[O-])c1 | -19% | -5.1 | -2.5 | 2% | -6 | -14% | 10% | 8%
O=C1c2ccccc2C(Nc2ccc(Cl)cn2)N1c1cccnc1 (stereo not drawn) | 12% | -2.8 | 1.0 | -3% | 8 | -3% | -5% | -1%
COc1ccc(CC(=O)NCc2nnc(SCc3ccc(C)cc3)n2C)cc1 | 12% | 0.9 | 0.4 | -2% | 0 | -6% | 7% | 4%
O=S(=O)(Nc1cccc2ccccc12)c1ccccc1F | -5% | 0.0 | 2.0 | -4% | -4 | -3% | 3% | 8%
COCCNC(=O)C(=O)NNC(=O)COc1ccc(OC)cc1 | -14% | 0.3 | -0.5 | 8% | 1 | ? | -2% | 9%
COc1cc(C(c2sc3nc(C)nn3c2O)N2CCN(c3ccccc3)CC2)cc(OC)c1OC (stereo not drawn) | ? | -2.3 | -1.1 | 3% | 3 | 1% | -2% | 0%
COc1ccccc1C(=O)c1ccccc1C(=O)c1ccccc1 | -12% | -0.8 | 1.8 | -3% | -18 | -1% | 1% | 8%
O=C(c1cccnc1)N1CCN(S(=O)(=O)c2ccc(Cl)cc2)CC1 | -2% | -1.4 | -0.7 | 3% | 0 | -7% | 2% | 8%
O=C1CC(C(=O)Nc2ccccc2)S/C(=N\NC(=O)c2ccccc2Cl)N1 (stereo not drawn) | 14% | -0.3 | 0.3 | -7% | -1 | -1% | 16% | 2%
CCn1c(SCC(=O)N2c3ccccc3CCc3ccccc32)nnc1-c1ccc(OC)cc1 | -18% | -0.4 | 0.8 | -13% | -7 | -11% | -8% | -7%

The list is partial (hit frequency here may not be typical).
